# Screens as filed in PubChem.
# NPYLR7 ag: mosquito NPYLR7 agonism | HEK293T NPYLR7/Galpha15, GCaMP6s calcium fluorescence | activation, % at 10 µM | actives 0.15% (n = 270,000) | AID 1259423; in the data active = activation above about 40%;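 also: 0% = vehicle and 100% = reference agonist at the receptor; some compounds past the cut are filed as inactive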
# mcGAS inh: inhibitors of mouse cGAS; Q8C6L5; recombinant cGAS, Kinase-Glo ATP depletion luminescence; inhibition, % at 12.5 µM; actives 0.15% (n = 160,000); AID 1259399;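 also: 0% = negative control wells and 100% = reference inhibitor with no enzyme activity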
# hcGAS inh: blocks human cGAS activity; recombinant h-cGAS, ATP depletion, Kinase-Glo luminescence; inhibition, % at 12.5 µM; actives 0.081% (n = 290,000); AID 1259398;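 also: 0% = vehicle reaction and 100% = reaction without DNA for no activity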
# Target sequence (Q8N884 whole entry, looked up): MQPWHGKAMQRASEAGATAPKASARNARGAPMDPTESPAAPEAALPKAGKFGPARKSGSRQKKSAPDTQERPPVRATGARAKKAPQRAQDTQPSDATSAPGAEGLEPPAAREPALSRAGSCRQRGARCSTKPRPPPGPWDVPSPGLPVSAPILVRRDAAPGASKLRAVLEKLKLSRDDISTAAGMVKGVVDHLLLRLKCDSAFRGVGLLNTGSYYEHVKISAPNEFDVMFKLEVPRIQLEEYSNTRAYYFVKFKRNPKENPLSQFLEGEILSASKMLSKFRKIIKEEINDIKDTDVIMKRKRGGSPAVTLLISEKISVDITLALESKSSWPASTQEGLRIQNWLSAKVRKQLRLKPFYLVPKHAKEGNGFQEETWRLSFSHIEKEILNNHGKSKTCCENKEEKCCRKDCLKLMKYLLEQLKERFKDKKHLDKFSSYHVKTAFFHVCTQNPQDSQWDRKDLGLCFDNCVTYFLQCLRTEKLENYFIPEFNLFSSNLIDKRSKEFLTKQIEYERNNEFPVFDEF
# * hit, by the source's call; . = not tested or not shown. Rule as the data show it, unless noted: active = inhibition above about 40%; inactive = the rest.
# Under each structure: NPYLR7 ag | mcGAS inh | hcGAS inh
Cc1ccccc1C(=O)N1CCC(C(=O)NN2C(=O)NC3(CCCCC3)C2=O)CC1
  -1 | . | -8
CCOC(=O)c1ccc2c(c1)nc(SCc1ccccc1OC)n2Cc1ccc(C(F)(F)F)cc1
  15 | -5 | -3
Cc1ccc(N2C(=O)CSC2c2ccc3c(c2)OCO3)cc1 (stereo not given)
  -3 | -3 | -3
Cc1ccc(C(=O)N2CCCC(O)(CO)CC2)c(F)c1 (stereo not given)
  3 | -9 | -6
COc1cc(F)c(-c2nccn2CCCN2CCOCC2)cc1OC
  -4 | -16 | -4
CC#CC(=O)N1CCCC(Cc2ccccc2C)(C(=O)OCC)C1 (stereo not given)
  -10 | -4 | -4
COc1ccc(OC)c2sc(N(CCCN(C)C)C(=O)c3cccc(S(C)(=O)=O)c3)nc12
  -5 | 0 | 6
CCOCC1CCN(S(=O)(=O)c2cccc3ncccc23)C1 (stereo not given)
  -4 | -11 | -10
O=C(COC(=O)c1ccc(COc2ccccc2)o1)NCC(F)(F)F
  6 | . | -10
CC(C)=C1C2C=CC1C1C(=O)N(c3ccc(C)cc3[N+](=O)[O-])C(=O)C21 (stereo not given)
  1 | . | 6
O=C(NCc1ccccc1C(F)(F)F)C1CC12CCN(C(=O)C13CC4CC(CC(C4)C1)C3)CC2 (stereo not given)
  5 | -24 | -7
COc1cccc2cc(C(N)=O)c(=NCc3cccc(Cl)c3)oc12
  -6 | 17 | -4
O=C(NCc1ccc(Cl)cc1)c1cncn1-c1ccc(-c2cc(C(F)(F)F)cc(C(F)(F)F)c2)cc1
  5 | 0 | 0
CCOC(=O)C1CCCN(C(=O)c2cccc(CSc3nc(COC)cc(N4CCN(c5ccc(OC)cc5)CC4)n3)c2)C1 (stereo not given)
  11 | -5 | -3
CN(CCc1ccccc1)c1ccc2c(C3CC3)noc2n1
  4 | -7 | -8
Fc1cccc(-c2nc3ccc(Br)cn3c2NC2CCCCC2)c1
  -8 | -8 | -9
OC(Cc1ccccc1)CN(Cc1ccccc1Cl)CC1CC(c2ccc(F)cc2)=NO1 (stereo not given)
  -2 | -5 | -4
COc1ccc(/C=C/C2=NC(=C\c3cc(OC)ccc3OC)/C(=O)O2)cc1
  0 | . | 1
Cc1ccc(N2CCC(N3C[C@@H](NS(C)(=O)=O)[C@H](C(C)C)C3)CC2)cc1
  . | -8 | -16
Nc1ccc(-n2cnc(-c3cccs3)c2)cn1
  . | -10 | -3
OC(c1ccccn1)C1CCN(Cc2nc(C(c3ccccc3)c3ccccc3)no2)CC1 (stereo not given)
  0 | -2 | 5
O=C(CC(c1cccc([N+](=O)[O-])c1)c1c[nH]c2ccccc12)NC1CC1 (stereo not given)
  41* | -5 | -6
CCOc1ccc(Nc2nc(N)c([N+](=O)[O-])c(N3CCCC3)n2)cc1
  -1 | . | -3
CCCc1c(C)[nH]n(-c2nc3ccccc3[nH]2)c1=O
  -15 | . | 7
COc1ccc(CN(C)C(=O)Nc2n[nH]c(Cc3ccccc3)n2)cc1
  -4 | -13 | 1
CC1CN(Cc2ccccc2)CCCN1C(=O)c1ccc[nH]c1=O (stereo not given)
  -1 | -5 | -5
O=C(Nc1nc2c(s1)CCCCCC2)C1CC1c1cccnc1 (stereo not given)
  6 | . | -14
COc1cccc(-c2nc(OC)nn2-c2cccc(NC(=O)Nc3ccc(F)cc3F)c2)c1
  10 | -6 | -10
COc1ccc(N2C(=O)CC(NNC(=O)c3cc(C(F)(F)F)[nH]n3)C2=O)cc1 (stereo not given)
  0 | . | -8
CC1CCCN(C(=O)COC(=O)CNS(=O)(=O)c2ccc3ccccc3c2)C1 (stereo not given)
  1 | . | -10
Cc1ccc(C(=O)Nc2ccc(SCCN3CCOCC3)nn2)cc1
  1 | . | 5
O=C(O)CC1C(=O)NC2(CCCC2)CN1C(=O)c1ccccn1 (stereo not given)
  20 | . | -6
CN(CCC(O)c1ccccc1)c1nncc(-c2cc3ccccc3o2)n1 (stereo not given)
  -1 | . | -6
NC(=O)c1c(NC(=O)NC2CCCCC2)sc2c1CCC2
  7 | -6 | -3
S=c1oc2ccccc2n1CN1CCOCC1
  9 | . | -2
O=S(=O)(Nc1cccc(F)c1)c1cc(Cl)sc1Cl
  0 | -4 | -4
CC(C)c1cc(C(=O)NC2CC(=O)N(C3Cc4ccccc4C3)C2)cs1 (stereo not given)
  5 | . | -7
CCOC(=O)c1cnc(-c2ccc(OC)c(OC)c2)nc1N1CCCC1
  -3 | -7 | -4
Fc1ccc(-c2cccc(Nc3ccc(Oc4ccccc4)cc3)n2)c(F)c1
  -5 | -1 | -3
CCCc1nnc2sc(Cc3ccc4nc(C)[nH]c4c3)nn12
  3 | . | -1
COc1ccccc1N1CCN(C(=O)c2ccccc2)CC1
  -2 | -6 | -6
Cn1c(=O)n(Cc2ccccc2)c(=O)c2c1nc1n2CCCN1c1ccccc1
  21 | . | -4
COc1ccccc1C(=O)C1CCCN(C(=O)c2cccnc2SC)C1 (stereo not given)
  -1 | . | -1
C=CCc1cccc(C=NNc2nc(-c3cc4ccccc4oc3=O)cs2)c1O
  -4 | -2 | -4
CC(C)CN(Cc1cc(NC(=O)c2ccccc2Cl)ccc1N(C)C)S(=O)(=O)c1cccc(Cl)c1
  5 | -2 | -7
CCN(c1cc(C)cc(C)c1)S(=O)(=O)c1cc(C(=O)O)cs1
  2 | . | -5
Cc1nc2ncnn2c(N2CCCC2)c1Cc1ccccc1
  14 | -5 | 2
CC(Nc1ccc2ccccc2c1)C(=O)N(C)C1CCS(=O)(=O)C1 (stereo not given)
  1 | -2 | 0
C=CCN(C(=O)CCCCCC)C(C)C(=O)c1c(C)c(C(=O)OCC)n(C)c1C (stereo not given)
  17 | -5 | -8
Cc1cccc(-c2nc(C)c(Cc3ccccc3)c(N3CCN(C(=O)Nc4c(C(C)C)cccc4C(C)C)CC3)n2)c1
  -1 | -4 | -11

# The listing continues.
# Under each structure: NPYLR7 ag | mcGAS inh | hcGAS inh
COc1cccc(OC)c1C(=O)OCC(=O)NC(N)=O
  -1 | -2 | 4
COc1cc(NC(=O)CCC2CCCN(C(=O)c3cc(C)nc(C)n3)C2)cc(OC)c1 (stereo not given)
  3 | . | -9
O=C(CN1CCNCC1)NC1CCCCC1
  -14 | . | -7
COC(=O)c1ccc(C=C2N=C(c3cccc(C)c3)OC2=O)cc1
  -5 | -4 | -7
CCOC1=NN(c2ccc([N+](=O)[O-])cc2)C(=O)/C1=C/c1ccc(OC)c(OC)c1OC
  1 | -9 | -6
CSc1ncccc1C(=O)N1CCN(CC(OCc2c(F)cccc2F)c2ccc(Cl)cc2)CC1 (stereo not given)
  6 | -5 | -6
CCN1CCC(CN(CC)Cc2nccn2C)C1 (stereo not given)
  4 | . | -3
OC(COC(C(F)(F)F)C(F)(F)F)CN1CCN(Cc2ccc3c(c2)OCO3)CC1 (stereo not given)
  4 | . | -7
CC1CN(C(=O)Cn2cc(SCC(=O)NC3CCCC3)c3ccccc32)CC(C)O1 (stereo not given)
  -4 | -6 | -5
CCCCC(=O)Nc1ccc(C)cc1NC(=O)c1cc(C(C)C)on1
  -7 | . | -1
CC1Cc2cc(-c3cc(CC#N)no3)ccc2O1 (stereo not given)
  2 | . | -5
O=C1NC(=O)N(CC(F)(F)F)C1=O
  5 | . | -7
Cc1cc(CNC(=O)CCc2nc3ccccc3c(=O)n2C)ccc1F
  8 | . | -5
Cc1ccsc1CN(C)C(=O)NCc1ccccc1S(=O)(=O)N1CCOCC1
  3 | . | -5
O=C(NC1CCCCC1)C1CCC(CNc2c(N3CCCCC3)c(=O)c2=O)CC1 (stereo not given)
  7 | -3 | -11
COc1ccc(CN2CCN(CCc3ccccc3)C(CCO)C2)c(Cl)c1OC (stereo not given)
  -4 | -3 | 3
Cc1cc(NC(=O)CN(C)C(=O)c2ccc(C(C)(C)C)cc2)no1
  0 | -6 | -6
Fc1ccc(-c2nccc3[nH]nc(-c4ccccc4)c23)cc1
  3 | -1 | -4
CN(Cc1ccco1)C(=O)C1CCCN(C2CCN(Cc3ccncc3)CC2)C1 (stereo not given)
  8 | -14 | -10
NC(=O)c1c(NC(=O)c2ccc(Br)o2)sc2c1CCCC2
  1 | . | -17
CC(C)(CCl)C(=O)Nc1ccccc1C1SCC(=O)N1c1ccc(F)cc1F (stereo not given)
  -17 | -2 | 0
CC1CN(C)CCN1CC(=O)NC1(c2ccccc2)CCC1 (stereo not given)
  4 | -5 | -6
CC(=O)NC(C(=O)N1CCCc2ccccc21)C(C)C (stereo not given)
  1 | . | -7
O=C1NCCCC[C@@H]1NC1CCN(c2cccc(NS(=O)(=O)c3ccc(F)cc3)c2)CC1
  18 | -5 | 0
FC(F)(F)c1cnc(NCCN2CCOCC2)c(Cl)c1
  10 | -9 | -6
COC(=O)c1ccc(N=CC(C#N)c2nc(C3CC3)cs2)cc1 (stereo not given)
  5 | -6 | -4
COC1CCC(C(=O)N(Cc2ccccn2)Cc2sccc2C)CC1 (stereo not given)
  3 | -9 | -5
COc1cc(=C2C=c3ccccc3=N2)[nH]/c1=C\c1[nH]c(C)cc1C
  -8 | -21 | -31
COc1ccc(Cl)cc1COc1cccc(C#N)c1
  10 | -6 | -8
CCOc1ccc(Br)cc1S(=O)(=O)NC(C)C
  2 | . | -8
COc1ccc(NC(=O)Nc2c(C)nc3ccccn3c2=O)cc1
  0 | -6 | -5
CN(C(=O)COC(=O)C=Cc1ccc(Br)o1)C1CCCCC1
  4 | -4 | -5
N#Cc1ccc(NCC(=O)N2CC3CC4CC(C3)CC2C4)cc1
  2 | . | -5
CCNC(=O)NC(=O)C(C)N1CCC(Nc2cccc(C)n2)CC1 (stereo not given)
  2 | . | 0
O=C1c2cccnc2OC(COc2ccccc2)CN1CCOc1ccccc1 (stereo not given)
  -2 | -5 | 2
Cc1cc(C(=O)NCCc2ccccc2Cl)c2nc3n(c2n1)CCCCC3
  0 | 0 | 4
CN(C)c1ccc(CNC(=O)N2CCN(c3nccs3)CC2)cc1
  2 | . | -2
CCOC(=O)c1ccc2c(c1)nc(SCc1ccccc1I)n2CCOC
  -1 | -5 | -3
Cc1cc(C)c2[nH]c(C(=O)N(CCO)Cc3nccs3)c(C)c2c1
  -6 | -15 | -7
CNC(=O)CCCS(=O)(=O)Cc1nc(-c2cccc(Br)c2)no1
  -3 | . | -5
COc1cc([N+](=O)[O-])ccc1N1C(=O)C2C3C=CC(C3)C2C1=O (stereo not given)
  3 | . | -4
O=C(NC(C(=O)NC1CC1)C1CCN(C(=O)CCc2ccccc2)CC1)c1cccs1 (stereo not given)
  -6 | -4 | 1
COc1ccc(NC(=O)CCCNC(=O)c2cccs2)cn1
  3 | . | -4
Cc1ccc(-c2cc(O)c3c(c2)CN(Cc2nnc(C)s2)CCO3)s1
  2 | . | 6
Nc1ncnc2ccccc12
  -3 | . | 2
Cc1nonc1C1CCCN1C(=O)CN1CCOc2ccccc2C1 (stereo not given)
  28 | . | -4
CS(=O)(=O)N1CCC(C2CCN(Cc3ccc[nH]3)C2)CC1 (stereo not given)
  . | -4 | -5
Cn1c(=O)[nH]c(=O)c2c1n1c(-c3ccc(Cl)cc3)nnc1n2C
  5 | . | 4
CCCNC(=O)N1CCN(c2cccc(OCC)c2)C(=O)C1C (stereo not given)
  26 | -8 | -9
COC(=O)C1=C(C)NC(C)=C(C(=O)OCCN)C1c1ccccc1C(F)(F)F (stereo not given)
  22 | . | -8
CCOC(=O)N1CCC(NCc2cc(-c3ccccc3Cl)on2)CC1
  -3 | . | -5

# Already shown: 21 of the compounds above.
# Under each structure: NPYLR7 ag | mcGAS inh | hcGAS inh
FC(F)(F)c1cnc(NCCN2CCOCC2)c(Cl)c1
  10 | -9 | -6
COC(=O)c1ccc(N=CC(C#N)c2nc(C3CC3)cs2)cc1 (stereo not given)
  5 | -6 | -4
COC1CCC(C(=O)N(Cc2ccccn2)Cc2sccc2C)CC1 (stereo not given)
  3 | -9 | -5
COc1cc(=C2C=c3ccccc3=N2)[nH]/c1=C\c1[nH]c(C)cc1C
  -8 | -21 | -31
COc1ccc(Cl)cc1COc1cccc(C#N)c1
  10 | -6 | -8
CCOc1ccc(Br)cc1S(=O)(=O)NC(C)C
  2 | . | -8
COc1ccc(NC(=O)Nc2c(C)nc3ccccn3c2=O)cc1
  0 | -6 | -5
CN(C(=O)COC(=O)C=Cc1ccc(Br)o1)C1CCCCC1
  4 | -4 | -5
N#Cc1ccc(NCC(=O)N2CC3CC4CC(C3)CC2C4)cc1
  2 | . | -5
CCNC(=O)NC(=O)C(C)N1CCC(Nc2cccc(C)n2)CC1 (stereo not given)
  2 | . | 0
O=C1c2cccnc2OC(COc2ccccc2)CN1CCOc1ccccc1 (stereo not given)
  -2 | -5 | 2
Cc1cc(C(=O)NCCc2ccccc2Cl)c2nc3n(c2n1)CCCCC3
  0 | 0 | 4
CN(C)c1ccc(CNC(=O)N2CCN(c3nccs3)CC2)cc1
  2 | . | -2
CCOC(=O)c1ccc2c(c1)nc(SCc1ccccc1I)n2CCOC
  -1 | -5 | -3
Cc1cc(C)c2[nH]c(C(=O)N(CCO)Cc3nccs3)c(C)c2c1
  -6 | -15 | -7
CNC(=O)CCCS(=O)(=O)Cc1nc(-c2cccc(Br)c2)no1
  -3 | . | -5
COc1cc([N+](=O)[O-])ccc1N1C(=O)C2C3C=CC(C3)C2C1=O (stereo not given)
  3 | . | -4
O=C(NC(C(=O)NC1CC1)C1CCN(C(=O)CCc2ccccc2)CC1)c1cccs1 (stereo not given)
  -6 | -4 | 1
COc1ccc(NC(=O)CCCNC(=O)c2cccs2)cn1
  3 | . | -4
Cc1ccc(-c2cc(O)c3c(c2)CN(Cc2nnc(C)s2)CCO3)s1
  2 | . | 6
Nc1ncnc2ccccc12
  -3 | . | 2
